# human PMI inhibition – inhibitors of human PMI, primary screen, biochemical, fluorescence intensity, coupled assay (AID 1209); Mannose-6-phosphate isomerase (Homo sapiens); purified PMI enzyme, coupled fluorescence intensity; higher % means a stronger effect; inhibition, % at 20 µM; hits with a dose series show IC50 in µM; 190,000 tested, 0.42% active;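 also: plate controls were DMSO vehicle for no effect and wells lacking substrate for full effect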
# TNAP activators – human TNAP enzyme activators, primary screen, biochemical, luminescent, no phosphate acceptor, uHTS (AID 1001) | Alkaline phosphatase, tissue-nonspecific isozyme (Homo sapiens) | purified TNAP, luminescent activation assay, no phosphate acceptor; higher activation fold means a stronger effect | activation fold at 20 µM; hits with a dose series show EC50 in µM | 200,000 tested, 0.03% active; in the data active = activation fold from about 3, or a potency from the dose series; inactive = the rest, 99 in 100 with activation fold below about 1.6; also: many of its hits are not listed in these tables
# KOR beta-arrestin-1 – KOR agonists, beta-arrestin recruitment, primary screen, cell-based, luminescence, uHTS (AID 1777); activation, % at 10 µM, or EC50 in µM where a hit was titrated; 280,000 tested, 0.02% active; KOR beta-arrestin recruitment, luminescence; higher % means a stronger effect; Kappa-type opioid receptor (Homo sapiens); in the data active = activation above about 50%, passing the limit was not always enough; also: a part of the inactive calls stands beside numbers as strong as those of hits
# XIAP antagonists – XIAP antagonists, biochemical, IAP family, fluorescence polarization (AID 1018). 200,000 tested, 0.007% active. E3 ubiquitin-protein ligase XIAP (Homo sapiens). displacement, % at 20 µM; hits with a dose series show IC50 in µM. XIAP BIR domain, fluorescence polarization peptide displacement; higher % means a stronger effect; in the data active = displacement above about 50%; also: a part of the inactive calls stands beside numbers as strong as those of hits
# NOD2 inhibition – NOD2 signaling inhibitors, cell-based, luminescence, uHTS, HEK293 (AID 1566); one-dose inhibition, % at 4 µM; EC50 in µM for titrated hits; HEK293 NOD2/NF-kB luciferase reporter, luminescence; higher % means a stronger effect; 290,000 tested, 0.63% active; also: many of its hits are not listed in these tables
# LYP phosphatase – inhibitors of LYP phosphatase, biochemical, fluorescence intensity, uHTS (AID 1779) | 290,000 tested, 0.054% active | recombinant LYP phosphatase, fluorescence intensity; higher % means a stronger effect | Tyrosine-protein phosphatase non-receptor type 22 (Homo sapiens) | one-dose inhibition, % at 11.5 µM; IC50 in µM for titrated hits;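 also: plate controls were vehicle with enzyme for no effect and no enzyme for full effect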
# PMI inhibition – human PMI inhibitors, high substrate, primary screen, biochemical, fluorescence intensity, high mannose 6-phosphate (AID 1220); one-dose inhibition, % at 20 µM; IC50 in µM for titrated hits; 190,000 tested, 0.66% active; recombinant PMI enzyme, coupled fluorescence intensity; higher % means a stronger effect; Mannose-6-phosphate isomerase (Homo sapiens)
# NOD1 inhibition – NOD1 signaling inhibitors, primary screen, cell-based, luminescence, uHTS (AID 1578). NOD1-driven NF-kB luciferase reporter cells, luminescence; higher % means a stronger effect. one-dose inhibition, % at 4 µM; EC50 in µM for titrated hits. 290,000 tested, 1% active; in the data active = inhibition mostly above about 36%, no sharp cut-off; inactive = mostly below about 34%;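 also: HEK-293T reporter cells stimulated with the NOD1 agonist gamma-tri-DAP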
# KOR beta-arrestin-2 – KOR antagonists, beta-arrestin recruitment, cell-based, luminescence, uHTS (AID 1778). Kappa-type opioid receptor (Homo sapiens). KOR beta-arrestin recruitment, luminescence, antagonist mode; higher % means a stronger effect. inhibition, % at 10 µM; hits with a dose series show IC50 in µM. 290,000 tested, 0.091% active; also: strong numbers were not always called active
# * hit, by the source's call; . = not tested or not shown; [ ] = another dose, or the depositor's remark. Rule as the data show it, unless noted: active = inhibition above about 50%; inactive = the rest.
canonical_smiles	human PMI inhibition	TNAP activators	KOR beta-arrestin-1	XIAP antagonists	NOD2 inhibition	LYP phosphatase	PMI inhibition	NOD1 inhibition	KOR beta-arrestin-2
COc1cccc(C(=O)NCCNC(=O)c2ccco2)c1	.	.	1.8%	.	10%	-7%	.	-8%	-16%
COc1ccc(-c2c[n+]3c(n2-c2ccccc2)CCCCC3)cc1	-1%	1	1.8%	1.6%	25%	-7%	3%	20%	-38%
Cc1ccccc1C(=O)Nc1ccc2nc3n(c(=O)c2c1)CCCC3	.	.	-5.5%	.	12%	-7%	.	-5%	24%
Cc1ccc(C2=NCCNC2=O)c(C)c1	2%	1.2	-4.6%	-5.0%	6%	-9%	-3%	2%	20%
CCCNc1c(NS(=O)(=O)c2ccc(C3CCCCC3)cc2)c(=O)oc2ccccc12	.	.	17%	.	42%	-3%	.	9%	-32%
CNCc1cn2cc(Cl)ccc2n1	24%	1.1	-1.9%	-2.4%	9%	-1%	19%	-13%	-8%
COCCN1CCN(C(=O)c2cc(COc3ccc(Cl)cc3OC)on2)CC1	.	.	4.5%	.	-19%	-10%	.	-32%	-5%
C=CCc1cc(C)ccc1OCCOCCN1CCN(C)CC1	.	.	-0.4%	.	-22%	-10%	.	-2%	14%
O=C(Nc1c2c(nn1-c1ccc(Cl)cc1)CS(=O)(=O)C2)C1CC1	.	.	0.5%	.	11%	-8%	.	-3%	11%
CCOn1c(=O)c(-c2cc(OC)ccc2OC)[n+]([O-])c2ccccc21	.	.	0.0%	.	4%	2%	.	3%	-11%[20 µM]
CCCn1cnc2c(c1=O)c1nc3ccccc3nc1n2Cc1ccccc1OC	14%	1.1	-1.3%	-9.7%	20%	4%	18%	-19%	14%
O=C(CN1CCN(c2ccc(O)cc2)CC1)N1CCc2ccccc21	.	.	2.6%	.	-7%	-8%	.	-36%	-56%
Cc1ccc(C(=O)NC(=S)Nc2cccc(NC(=O)c3ccccc3Cl)c2)cc1[N+](=O)[O-]	8%	1.3	1.9%	-2.5%	7%	10%	-2%	6%	10%
Cc1ccc2nc(SCC(=O)Nc3nonc3C)[nH]c2c1	.	.	-1.9%	.	19%	-14%	.	15%	-2%
COc1ccc(/C=C2\CCCC(C(=O)C(F)(F)F)=C2O)cc1OC	-48%	1	-0.4%	-16%	6%	-6%	-60%	15%	-9%
COc1cccc(OCC(O)CNC2CCCC2)c1 (stereo not given)	.	.	0.9%	.	-1%	-8%	.	-2%	-12%[20 µM]
O=C(c1ccc(-n2cccc2)cc1)N1CCN(Cc2ccccc2)CC1	7%	1.1	3.3%	-2.2%	1%	-3%	-4%	20%	-26%
CNc1nc(C)c(C(C)(C)C)s1	.	.	3.7%	.	10%	-3%	.	7%	26%
CCCc1cc(=O)[nH]c(Nc2ccc(N3CCCCC3)cc2)n1	17%	1.1	-0.1%	3.3%	12%	-6%	15%	-3%	-6%
COCCCNc1nc2nonc2nc1N(C)CC1CCCN1C (stereo not given)	1%	1.1	-2.1%	-3.4%	9%	-7%	-5%	-21%	-2%
COc1ccc(CCNC(=O)c2cc(-c3ccccc3)on2)cc1OC	15%	1.1	-0.4%	-0.6%	-12%	3%	9%	.	-4%
COc1ccc(-c2cc(C(=O)N3CCN(c4ccccc4)CC3)c3ccccc3n2)cc1	-3%	1	-0.8%	-0.7%	-32%	-2%	1%	-37%	-39%
Cc1oc(-c2ccc(Cl)cc2)nc1CS(=O)CC(=O)NCCCN1CCCC(C)C1 (stereo not given)	.	.	3.1%	.	4%	0%	.	-14%	-4%
Fc1ccc(-c2ccc(/C=N\n3cnnc3)o2)cc1Cl	-11%	1.1	-2.3%	-3.9%	13%	-9%	-5%	1%	8%
O=C(NCCc1ccccc1F)c1cccc2cccnc12	.	.	1.7%	.	-70%	-14%	.	-48%	-29%
COc1cccc(C2C(C#N)=C(N)Oc3c2oc(CO)cc3=O)c1 (stereo not given)	-6%	1	-3.6%	-6.0%	1%	6%	6%	-6%	-3%
O=C(Nc1ccc(F)cc1)C1CCCN(S(=O)(=O)c2ccc3[nH]c(=O)ccc3c2)C1 (stereo not given)	.	.	-6.5%	.	15%	-10%	.	-24%	24%[20 µM]
O=C(CC1c2ccccc2Oc2ccccc21)Nc1ccccc1F	0%	1	6.7%	-5.0%	11%	-8%	-8%	-6%	-14%
CNC(=O)c1c(Cl)cnn1-c1ccc(C)cc1	7%	1.1	-8.4%	-2.0%	-86%	-2%	7%	-51%	0%
CC1(C)Cc2noc(N)c2C(C)(C)N1OC(=O)c1ccccc1	4%	1.1	-1.7%	-6.2%	-4%	-4%	9%	-28%	-3%
CC(C)NCC(O)COCCOc1ccc(Cl)cc1 (stereo not given)	.	.	2.8%	.	-3%	-10%	.	-6%	16%
Cc1nn(-c2cccc(Cl)c2)c2nc(-c3ccncc3)cc(C(=O)N3CCOCC3)c12	-6%	0.9	6.1%	-8.3%	-5%	-3%	-9%	26%	-31%
O=C(N/N=C/c1cccc2ccccc12)c1cccs1	.	.	5.9%	.	-97%	-5%	.	-6%	-48%
CC(C)c1ccc(O)c(NC(=S)NC(=O)c2ccc3c(c2)OCO3)c1	.	.	-9.0%	.	-32%	-2%	.	-99%	19%
Cc1ccc(N(CC(=O)NC(C)C)C(=O)CCC(=O)Nc2nccs2)c(C)c1	.	.	-3.2%	.	9%	-9%	.	-4%	22%
O=C(CCCC1=NS(=O)(=O)c2ccccc2N1)Nc1ccccc1	.	.	6.4%	.	14%	-5%	.	-8%	-10%
Cc1cc(C(=O)CSC(C)c2nc3ccccc3c(=O)[nH]2)c(C)n1C (stereo not given)	-2%	1.2	2.6%	-12%	-9%	-1%	10%	-8%	0%
C=CCOC(=O)C(=O)/C=C/c1csc2ccccc12	4%	1	5.8%	-6.8%	8%	4%	16%	16%	-20%
O=C(NCc1cccnc1)c1cc(Sc2ccccc2Cl)nc2ccccc12	10%	0.8	11%	-7.6%	17%	-7%	4%	18%	37%
Cn1nc(C2CC2)cc1NC(=O)CC(CC(=O)O)c1ccccc1 (stereo not given)	.	.	-0.4%	.	10%	-8%	.	-3%	6%
CC(=O)NCCOc1nc(N2CCCCC2)nc(N2CCCCC2)n1	0%	1.1	3.8%	-4.3%	15%	-5%	-10%	-19%	15%[20 µM]
COC(=O)C(Sc1nc(C)cc(C)c1C#N)c1ccccc1 (stereo not given)	4%	1.1	1.8%	-1.6%	-5%	-6%	6%	4%	10%
CCSC1=C(C#N)C(c2cccs2)C(C(=O)OC)=C(C)N1 (stereo not given)	1%	1.1	-4.2%	-3.3%	-10%	-4%	3%	3%	-1%
CCC(Sc1nc2n[nH]c(C)c2c(=N)n1-c1cccc(Cl)c1)C(=O)NCCOC (stereo not given)	11%	1.1	-0.8%	-5.5%	8%	-5%	12%	32%	7%
Cn1c(=O)c2c(SCCN3CCOCC3)nc(C3CCCC3)nc2n(C)c1=O	-8%	1.1	0.3%	-1.9%	1%	-4%	-6%	-37%	-20%
Cc1c(Cc2ccccc2)sc(NC(=O)/C=C/c2cccc3ccccc23)c1C(N)=O	5%	1.1	9.0%	-3.0%	-9%	8%	-2%	-26%	-104%
COC(=O)COc1ccc(S(=O)(=O)NCCC2=CCCCC2)cc1	8%	1.2	-1.5%	-5.2%	11%	-9%	11%	-6%	12%
Cc1ccc(C(=O)C[n+]2cc(Br)cc(Br)c2)cc1	.	.	2.2%	.	11%	-6%	.	-9%	3%
COc1ccc(OC)c(S(=O)(=O)N2CCN(CC(O)COc3ccc(C#N)cc3)CC2)c1 (stereo not given)	.	.	-2.5%	.	17%	-12%	.	-13%	-24%
Cc1cc(C)nc(NC(=S)Nc2ccccc2)n1	7%	1.1	-0.6%	1.4%	-9%	2%	9%	-19%	14%
COc1ccc(-c2csc3ncnc(N4CCN(c5ccc(OC)cc5)CC4)c23)cc1	.	.	0.4%	.	-16%	-1%	.	-4%	-22%
O=C(Cc1ccccc1)Nc1ccc(F)cc1	9%	1.2	-6.2%	-5.9%	15%	-10%	0%	-37%	-16%
COc1cccc(CNC(=O)CC2C(=O)NCCN2Cc2ccoc2)c1OC (stereo not given)	9%	1.1	-6.9%	-0.4%	1%	-4%	10%	-26%	1%
CSc1cccc(NS(=O)(=O)c2cccc3nsnc23)c1	16%	1.1	-0.2%	-2.9%	8%	0%	14%	-6%	20%
N#CCC(=O)N/N=C/c1ccc(OCC(=O)Nc2ccc(F)cc2)cc1	-12%	1.1	-1.6%	-3.0%	11%	-7%	-11%	-11%	-15%
O=C(O)c1cc(S(=O)(=O)N(Cc2ccccc2)c2cccc(C(F)(F)F)c2)ccc1Cl	.	.	1.1%	.	-11%	-3%	.	5%	-16%

# By substructure: the compounds so far containing two or more sulfur atoms
canonical_smiles	human PMI inhibition	TNAP activators	KOR beta-arrestin-1	XIAP antagonists	NOD2 inhibition	LYP phosphatase	PMI inhibition	NOD1 inhibition	KOR beta-arrestin-2
CCSC1=C(C#N)C(c2cccs2)C(C(=O)OC)=C(C)N1 (stereo not given)	1%	1.1	-4.2%	-3.3%	-10%	-4%	3%	3%	-1%
CSc1cccc(NS(=O)(=O)c2cccc3nsnc23)c1	16%	1.1	-0.2%	-2.9%	8%	0%	14%	-6%	20%

# Next results follow.
canonical_smiles	human PMI inhibition	TNAP activators	KOR beta-arrestin-1	XIAP antagonists	NOD2 inhibition	LYP phosphatase	PMI inhibition	NOD1 inhibition	KOR beta-arrestin-2
COc1ccc(OC)c(CN2CCCC(C(=O)c3ccccc3SC)C2)c1 (stereo not given)	-2%	1.1	-2.1%	-6.3%	2%	-6%	0%	-35%	-23%
COCCOC(=O)C(CC(=O)O)NCc1ccco1 (stereo not given)	.	.	3.2%	.	2%	-4%	.	-7%	-30%
O=C(Nc1cn(-c2ccccc2)nc1-c1ccc(F)cc1)c1ccccc1	9%	1	0.3%	-4.8%	-5%	5%	2%	-19%	23%
CC(CCc1ccccc1)NC(=O)CCN1N=C(c2ccccc2)CCC1=O (stereo not given)	-4%	1.1	-0.4%	-3.9%	5%	-8%	-3%	-32%	-1%
CC(C)C(C)NC(=O)CN1C(=O)NC(c2ccccc2)(c2ccccc2)C1=O (stereo not given)	.	.	-2.3%	.	-29%	-5%	.	-38%	10%
O=C(Cn1cnc2ccccc2c1=O)Nc1ccccc1N1CCOCC1	-37%	1.1	-5.3%	-3.4%	14%	-7%	-18%	-12%	18%
Cc1cc(C)cc(N(CC(=O)NCC2CCCO2)C(=O)CCC(=O)Nc2cc(C)on2)c1 (stereo not given)	-2%	1.1	1.3%	-1.5%	6%	-8%	-2%	3%	12%
CN1C(=O)/C(=C/c2coc3ccc(O)cc3c2=O)SC1=S	.	.	-3.7%	.	13%	1%	.	1%	36%
COC(=O)c1ccccc1CC1SC(N)=NC1=O (stereo not given)	.	.	-3.5%	.	-8%	-10%	.	-31%	-1%

# Exported with the structure last: entries from further up
human PMI inhibition,TNAP activators,KOR beta-arrestin-1,XIAP antagonists,NOD2 inhibition,LYP phosphatase,PMI inhibition,NOD1 inhibition,KOR beta-arrestin-2,SMILES
.,.,6.4%,.,14%,-5%,.,-8%,-10%,O=C(CCCC1=NS(=O)(=O)c2ccccc2N1)Nc1ccccc1
9%,1,0.3%,-4.8%,-5%,5%,2%,-19%,23%,O=C(Nc1cn(-c2ccccc2)nc1-c1ccc(F)cc1)c1ccccc1

# An excerpt; count on the stated rates, not on these rows.
